Rin1-Abl PPI inh = inhibitors of human Rin1-Abl protein interaction; TR-FRET Rin1/Abl binding, biochemical; inhibition, % at 7.35 µM; hit rate 0.4% among 360,000; AID 588664; in the data active means inhibition above about 5%, passing the limit was not always enough
MsrA act = activators of bovine methionine sulfoxide reductase A; purified bovine MsrA, absorbance read-out; activation, % at 10.6 µM; hit rate 0.3% among 360,000; AID 602163; in the data active means activation above about 7.5%;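 further: 0% = vehicle and 100% = reference activator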
Neddyl block = cullin neddylation inhibition. P61081+Q13564. TR-FRET cullin neddylation, biochemical. calls only at 25 µM. hit rate 0.58% among 360,000; in the data active means inhibition above about 36%
NRP1-CendR mod = modulators of CendR peptide binding to human neuropilin-1 | O14786 | FAM-RPARPAR peptide binding to NRP-1, fluorescence polarization | inhibition, % at 25 µM | hit rate 0.85% among 360,000;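 active means inhibition or corrected inhibition above about 18%, plus a signal ratio from 0.5 to 1.5, limit read from the data, passing the limit was not always enough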; further: strong numbers were not always called active
SKN-1 block = C. elegans SKN-1 inhibition. C. elegans VP596 Pgst-4::GFP/RFP ratio, acrylamide-induced, 24 h. inhibition, % at 21.8 µM. hit rate 0.49% among 360,000. AID 624304;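 active means interference check ratio from 0.5 to 1.5 plus GFP to RFP signal ratio inhibition reaching or exceeding a fixed threshold, cut at about 30% in these data, passing the limit was not always enough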; further: some compounds called inactive have numbers as strong as hits
MsrA inh = inhibitors of bovine MsrA. inhibition, % at 15.5 µM. hit rate 0.75% among 360,000. purified bovine MsrA, absorbance read-out; in the data active means inhibition above about 4.5%;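 further: 0% = vehicle wells with enzyme and 100% = reference inhibitor wells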
FAS-TE inh = inhibitors of human fatty acid synthase thioesterase domain. inhibition, % at 15 µM. P49327. AID 602261. hit rate 0.67% among 360,000. recombinant FAS-TE, OMFH fluorogenic substrate, fluorescence endpoint;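 active means compounds whose normalised, plate-corrected inhibition of enzyme fluorescence in the single-dose primary screen is 50% or more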;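 further: 0% = DMSO with enzyme and 100% = substrate without enzyme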
MT1-MMP act inh = MT1-MMP (human) activation inhibition. P50281. GFP/RFP ratio change, % at 20 µM. HT1080 RFP-PRO-GFP cells, GFP/RFP ratio fluorescence, overnight; percent of plate control window, DMSO zero. hit rate 0.061% among 360,000;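 active means GFP/RFP ratio change of at least 30% with cell ATP level not reduced by more than half and red fluorescence within 50% of control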; further: strong numbers were not always called active
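Test system: HT1080 cells expressing an RFP-PRO-GFP fluorescent reporter construct / Compound dosing: single-point 20 µM compound, 1% DMSO / Schedule: cells overnight before dosing, compound overnight, 37 °C, 5% CO2 / Evaluation: GFP/RFP fluorescence ratio / Control set: DMSO and RFP-L50D-GFP cell wells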
eLon inh = inhibits E. coli Lon protease | hit rate 0.42% among 360,000 | inhibition, % at 7.94 µM | AID 602123 | purified E. coli Lon protease, fluorescence polarization; in the data active means inhibition above about 13%, passing the limit was not always enough;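 further: 0% = enzyme with probe and DMSO and 100% = no enzyme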
Target sequence (P0A9M0 whole entry, looked up): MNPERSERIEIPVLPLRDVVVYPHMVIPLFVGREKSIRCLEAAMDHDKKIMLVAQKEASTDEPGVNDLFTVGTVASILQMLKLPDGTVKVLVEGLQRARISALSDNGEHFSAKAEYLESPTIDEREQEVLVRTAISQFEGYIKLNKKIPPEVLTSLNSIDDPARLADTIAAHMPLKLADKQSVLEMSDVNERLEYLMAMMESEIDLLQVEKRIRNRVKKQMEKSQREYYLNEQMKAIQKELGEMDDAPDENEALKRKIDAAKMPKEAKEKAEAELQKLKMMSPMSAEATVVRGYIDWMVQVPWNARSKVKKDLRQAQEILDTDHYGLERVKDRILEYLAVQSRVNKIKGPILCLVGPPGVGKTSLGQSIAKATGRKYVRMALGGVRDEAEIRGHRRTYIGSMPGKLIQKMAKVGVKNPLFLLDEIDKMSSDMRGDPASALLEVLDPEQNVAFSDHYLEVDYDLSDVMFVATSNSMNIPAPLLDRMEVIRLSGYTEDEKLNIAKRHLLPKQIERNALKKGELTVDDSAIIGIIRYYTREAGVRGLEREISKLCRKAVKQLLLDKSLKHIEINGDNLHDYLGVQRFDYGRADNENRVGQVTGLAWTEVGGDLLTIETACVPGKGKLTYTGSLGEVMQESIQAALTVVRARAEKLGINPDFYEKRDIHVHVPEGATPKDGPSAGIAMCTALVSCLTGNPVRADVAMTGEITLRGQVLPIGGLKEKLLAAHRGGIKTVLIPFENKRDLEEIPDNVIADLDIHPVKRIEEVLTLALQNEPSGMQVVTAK
* marks the source's active call; other numbers are inactive results; i = inactive; . = not tested or not shown; + = active, no number.

SMILES	Rin1-Abl PPI inh	MsrA act	Neddyl block	NRP1-CendR mod	SKN-1 block	MsrA inh	FAS-TE inh	MT1-MMP act inh	eLon inh
O=C(CN1CCN(Cc2ccccc2)CC1)Nc1ccccc1-c1ccccc1	3	-5	i	-4	-1	-0.7	12	-3	1
O=C(CCc1ccccc1)NNC(=S)NCCc1ccccc1	1	-12	i	-7	-15	-1.0	0	-1	-12
C[C@H](NS(=O)(=O)c1ccc(F)cc1)C(=O)OCC(=O)c1c(N)n(C)c(=O)n(C)c1=O	3	-5	i	-5	-4	0.0	-8	2	-11
CCc1ccc2[nH]c(=O)c(C(c3nnnn3Cc3ccccc3)N3CCOCC3)cc2c1 (centres undefined)	-4	-2	i	1	-20	0.6	-4	0	-2
CNC(=O)CS(=O)(=O)CC(=O)Nc1cc(OC(C)C)c(Cl)cc1Cl	-1	-3	i	0	5	0.3	-3	2	10
COc1cc(-c2noc(CCC(=O)Nc3cccnc3)n2)cc(OC)c1OC	1	-4	i	15	26	1.4	-7	7	-11
COc1cccc(-c2nnn(CCc3nn[nH]n3)n2)c1	3	-1	i	14	10	0.6	-1	4	2
CCc1noc(C)c1C(=O)NCCc1ccc(Cl)cc1	4	-3	i	12	11	-0.2	-3	-2	-2
O=C(CN1C(=O)/C(=C/c2ccccc2F)Sc2ccccc21)N1CCN(c2ccccn2)CC1	-3	-1	i	4	2	-0.1	4	-2	-3
Cc1nn(-c2ccc(F)cc2)c(Cl)c1/C=N/NC(=O)c1ccc(O)cc1	0	-9	i	6	-14	-0.6	-6	2	0
COC(=O)Nc1ccc(C)cc1NC(=O)OC	-1	-4	i	1	-27	0.7	-7	-4	-7
COc1ccc(CCNC(=O)CCC(=O)N2CC(C)Oc3ccc(Cl)cc32)cc1OC (centres undefined)	2	-1	i	5	10	-0.8	2	2	5
O=C(CN1CCOCC1)N/N=C/c1cc2ccccc2nc1Cl	-5	-1	i	16	-1	2.0	-8	5	8
CNC(=S)Nc1cc2oc3ccccc3c2cc1OC	2	-4	i	-12	5	-0.3	7	-4	-8
CSc1ccc(C(c2c(C)[nH][nH]c2=O)c2c(C)[nH][nH]c2=O)cc1	2	-2	i	0	14	1.6	3	1	-10
O=C(Nc1ccc2ccccc2c1)C(c1ccccc1)n1c(=O)c(-c2cc3ccccc3[nH]2)nc2ccccc21 (centres undefined)	.	.	.	1	5	0.4	.	-5	.
Cc1nc(NC(=O)c2ccccc2)sc1-c1cc(C(=O)NCCO)nn1Cc1ccccc1	.	.	i	10	-2	1.4	.	14	.
Cc1ccc(CN2CCNC(=O)C2CC(=O)NCCCn2ncc3ccccc32)o1 (centres undefined)	4	-2	i	4	-11	-1.0	-11	2	11
CN(C)C(=O)CSc1nnc2sc3ccccc3n12	2	-1	i	-1	11	-0.7	-6	-1	-7
CCCNS(=O)(=O)c1ccc(OCC(=O)Nc2ccccc2F)cc1	4	-1	i	9	16	0.6	22	-1	3
CC(C)Oc1ccc(C2CNC(=O)C2)cc1 (centres undefined)	-1	-10	i	1	-16	-1.2	-6	0	-2
COc1ccccc1-n1nc(C(=O)O)c2ccccc2c1=O	1	-6	i	-16	9	0.4	-9	4	-3
CC(C)[C@H](NC(=O)[C@H]1N2C(=O)c3ccccc3C2SC1(C)C)C(=O)NCc1ccco1 (some centres undefined)	-1	2	i	8	16	-0.1	2	-1	1
O=C(Nc1cccc(S(=O)(=O)NC2=NCCC2)c1)c1c(F)cccc1Cl	2	-1	i	6	-8	0.2	-3	0	5
CCOC(=O)N1CCN(c2cc(N(C)CCO)c([N+](=O)[O-])c3nonc23)CC1	-5	-4	i	-8	12	1.3	-11	5	-2

Next part
SMILES	Rin1-Abl PPI inh	MsrA act	Neddyl block	NRP1-CendR mod	SKN-1 block	MsrA inh	FAS-TE inh	MT1-MMP act inh	eLon inh
C/C(=N/NC(=O)c1ccccc1)c1ccc(NC(=O)C(F)(F)F)cc1	1	-2	i	-4	4	2.5	-8	-3	1
O=C(N1CCCCC1)C12CC3CC(C1)CC(C(=O)N1CCCCC1)(C3)C2	-3	-4	i	11	17	-0.6	-3	0	7
COc1ccc(CNCCC(c2ccc(OC(C)C)cc2)c2ccccc2OC)cc1OC (centres undefined)	7	0	i	4	-8	-2.2	-14	-8	-3
O=C(Nc1ccccc1)C(=O)c1cn(CC(=O)N2CCCCC2)c2ccccc12	-3	-3	i	-4	5	1.9	6	-2	14
O=C1CCCCC1Sc1nnc(Cc2cccs2)n1CCc1ccccc1 (centres undefined)	0	-2	i	-12	13	-0.1	3	-2	1
O=C(O)CCS(=O)(=O)Cc1cccc(Cl)c1	-1	0	i	-3	8	-1.2	-9	-5	-8
C[C@@H]1COc2cccc(N3CCC[C@H]3CO)c2S(=O)(=O)N1	.	-3	i	14	13	0.6	-14	4	2
CCN(C(=O)COC(=O)c1c(-c2ccccc2)noc1C)c1c(N)n(Cc2ccccc2)c(=O)[nH]c1=O	1	-4	i	6	1	-1.2	-7	1	-2
COc1ccc(Oc2ccc(C(F)(F)F)cc2N)cc1	1	-2	i	2	7	0.3	21	-1	-7
O=C(Cn1ncc2c([nH]c3ccccc32)c1=O)Nc1cccnc1	3	-2	i	-6	4	0.1	-7	1	-3
C[C@H](CO)N1C[C@H](C)[C@H](CN(C)C(=O)NC2CCCCC2)Oc2cc(-c3cccnc3)ccc2S1(=O)=O	2	-2	i	-12	-5	0.5	-5	2	0
COc1cccc(-c2nc(-c3ccc4c(c3)NC(=O)CO4)cs2)c1	2	-3	i	5	12	2.1	13	4	-3
Nc1ccn([C@@H]2O[C@H](C(=O)Nc3ccc(Oc4ccccc4)nc3)[C@@H](O)[C@H]2O)c(=O)n1	-1	-3	i	10	8	-1.1	-5	1	-7
COc1cccc(NC(=O)CSc2nncn2N)c1	0	-5	i	-14	-15	-0.3	-10	0	1
COc1ccc(NC(=O)CN2C(=O)NC3(CCCC3)C2=O)c(OC)c1	1	0	i	0	4	-0.1	-7	0	-9
CCCS(=O)(=O)NC(=O)C1(C)CCN(C(=O)c2ccccc2F)C1 (centres undefined)	-4	-6	i	-6	-1	0.1	-9	-1	-18
CCCCCCCC(=O)Nc1cc(C(=O)NCc2ccc(C)cc2)ccc1N1CCC2(CC1)CC(c1cccc(Br)c1)=NO2	1	-3	i	20	17	-0.9	17	6	-1
COc1cccc(C(=O)Nc2cc(C)c3c(=O)oc4ccccc4c3n2)c1	2	-1	i	-3	-18	0.3	17	-3	-18
Cc1ccc2occ(/C=N/NC(=O)c3ccccc3O)c(=O)c2c1	2	-5	i	-40	6	0.6	9	-20	-4
CCOc1ccc2oc(-c3ccccc3)c(C(=O)N(C)C)c2c1	2	-8	.	-8	-5	0.5	-5	-3	-2
CCOC(=O)c1cccc(NC(=O)CSc2nnc(-c3ccoc3C)n2CC)c1	2	-11	i	3	13	-0.9	-9	-3	2
Cn1c(Cn2nnc3ccccc32)nnc1SCC(=O)Nc1nccs1	0	-6	i	0	-3	2.1	-11	3	-4
Cc1ccc(Cn2ncn(-c3ccccc3)c2=O)cc1	-1	-4	i	10	12	-0.7	-4	-1	6
O=S(=O)(Cc1cc(Cl)nc(-c2ccncc2)n1)c1ccccc1	5	-3	i	14	6	0.7	0	-7	-7
CN(C)C(=O)Cn1cnc2c(cnn2-c2ccc(F)cc2)c1=O	0	-2	i	0	15	0.1	-6	-4	0

(cont.)
SMILES	Rin1-Abl PPI inh	MsrA act	Neddyl block	NRP1-CendR mod	SKN-1 block	MsrA inh	FAS-TE inh	MT1-MMP act inh	eLon inh
CC1CC(NC(=O)C2(C)CC2(Cl)Cl)CC(C)(C)C1 (centres undefined)	-1	-1	i	-1	20	-0.5	1	2	-3
CN(C)/C=N/c1nc(-c2ccc3c(c2)OCO3)cs1	-1	3	i	2	8	0.8	-4	2	0
CCOC(=O)c1c(NC(=O)C(C)NCc2ccco2)sc2c1CCC(C)C2 (centres undefined)	0	0	i	7	-10	-0.6	23	0	2
O=C(Nc1ccccc1)N(Cc1cccnc1)Cc1ccco1	3	0	i	0	-1	0.7	-5	5	2
O=C(NN1C(=O)c2ccccc2NC1c1ccco1)c1ccc(Br)cc1 (centres undefined)	1	-5	i	4	-4	0.5	-2	-2	-1
Nc1nc(=S)c2ncn([C@@H]3O[C@H](CO)[C@@H](O)[C@H]3O)c2[nH]1	1	-1	i	-3	-7	4.2	-3	13	-5
COC(=O)C[C@H]1CC[C@@H](NC(=O)Nc2ccc3c(c2)OCO3)[C@@H](CO)O1	.	.	i	3	13	0.5	.	-2	.
COc1cccc(C2C(C(=O)Nc3cccnc3)=C(C)Nc3nnnn32)c1OC (centres undefined)	3	-3	i	-7	-7	-0.8	-6	3	4
CSc1ccc(CN2CCC(CO)(CCOc3ccccc3)CC2)cc1	0	0	i	11	-5	0.3	1	6	10
Cc1csc(NC(=O)[C@@H]2CCCN2C(=O)c2cccs2)n1	2	-5	i	10	1	2.8	-6	-6	5
O=C(CCc1c[nH]c2ccccc12)NC(Cc1c[nH]c2ccccc12)C(=O)O (centres undefined)	2	-9	i	-7	-2	-0.1	-2	-3	5
COc1ccc(N2CCN(C(=O)c3cccc(NS(=O)(=O)c4cccc(F)c4)c3)CC2)cc1	3	-5	i	3	4	-1.3	5	0	1
O=C(c1ccccc1)c1nnc(-c2ccncc2)o1	0	-2	i	-8	-10	-0.4	-5	-3	-8
Cc1cccc(-c2noc(C(C)NC(=O)c3ccco3)n2)c1 (centres undefined)	-3	-2	i	9	-3	1.0	-4	-1	14
CC(C1CC2CCC1C2)n1c(COc2ccccc2F)nnc1SCC(N)=O (centres undefined)	-3	0	i	-2	4	0.9	14	-2	-6
Cc1ccnc(NS(=O)(=O)c2ccc(NC(=O)C3CCCNC3=O)cc2)n1 (centres undefined)	2	4	i	11	-27	2.0	-2	3	-13
Cc1ccccc1S(=O)(=O)NCc1cccnc1	-4	-1	i	4	-1	0.0	-4	2	5
CSc1ncccc1C(=O)OCC(=O)Nc1nc(C)c(Cl)cc1Cl	0	-13	i	-3	2	0.7	4	1	3
O=C(Nc1ccc(N2CCN(C(=O)c3cccs3)CC2)c(Cl)c1)c1cccnc1	2	-2	i	5	-5	1.3	0	-2	10
O=C(O)CCC1(CCC(=O)O)c2ccccc2-c2ccccc21	0	-4	i	-11	7	-0.5	-4	0	-8
CC(C)C(O)C1CCN(Cc2nc(-c3cccs3)no2)CC1 (centres undefined)	-2	-1	i	7	5	1.6	0	6	2
O=C(Cn1nnc(-c2ccc(F)cc2)n1)Nc1cccc(S(=O)(=O)N2CCCC2)c1	0	-2	i	4	-21	-0.5	16	-1	-9
O=S(=O)(O)c1cc(O)c2ccc(Nc3ccccc3)cc2c1	1	-4	+	-4	17	0.3	5	-3	6
COc1ccccc1Cc1c(-c2cccc(Cl)c2)nc2ccc(Br)cn12	3	-7	i	-71	9	0.2	9	-9	-41
C[C@H](O)[C@@H]1C(=O)N2CCc3ccc(N4CCN(C)CC4)cc3[C@@H]2C[C@@H]1N(C)C(=O)c1ccco1	-1	0	i	-3	28	0.1	-10	-1	4

Source: PubChem
